High-throughput results from PubChem BioAssay.
EPAC1 antagonist: antagonists of human EPAC1 | O95398 | EPAC1 GEF assay, Rap1b-BODIPY-GDP exchange fluorescence | Potency, µM (top dose mostly 115 µM), for inactives: at the top dose activity change, negative = inhibition, usual class: inhibitors | 360,000 compounds, 0.14% hits | AID 720709;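 note: potency is the fitted concentration of half-maximal effect; plate controls were vehicle for no effect and positive control for full effect; nearly all actives have a fitted effect of over 50% in size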
PTHR1 ag: PTHR1 (human) receptor agonism; 410,000 compounds, 0.075% hits; Q03431; HEK293 GP2 PTHR1 cells, GloSensor cAMP luminescence, 1 h; AID 743266; Potency, µM (titrated, usually from 115 µM), for inactives: at the top dose activation, most hits filed as activators; note: potency is the fitted concentration of half-maximal effect; nearly all actives have a fitted effect of over 55% in size; some results filed as inactive show a strong effect at the top dose; inactives centre near -15; many of its hits are not listed in these tables
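HEK-293-derived GP2 cells expressing PTHR1 and a GloSensor cAMP reporter, 3,000/well, plated overnight, given luciferin plus IBMX (each 0.5 mM as added) for 1 h at 37 °C, then compound for 1 h at 37 °C. Luminescence was read after 15 min at room temperature.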
EPAC1 ag: activates human EPAC1 exchange factor; EPAC1 agonist qHTS, biochemical assay; response scale: 100% = response to 6.5 mM cAMP; AID 720707; 360,000 compounds, 0.073% hits; Potency, µM (series often up to 154 µM), for the others: top-dose activation, hits mostly activators; O95398; note: potency is the fitted concentration of half-maximal effect; nearly all actives have a fitted effect of over 60% in size
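Read-out is the fluorescence drop as BODIPY-GDP leaves Rap1B (480 nm excitation, 540 nm emission), recorded every 5 minutes over 30 minutes. Reactions held 100 nM EPAC1, 250 nM Rap1B–BODIPY-GDP and 50 uM GDP, with 6.5 mM cAMP setting full activation.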
IL2 activator: activators of IL-2. IL-2 activation reporter assay, cell-based qHTS; stimulated with anti-CD3/CD4/CD28 beads; in transgenic mouse T cells. activation, % (series mostly up to about 46 µM). 360,000 compounds, 0.065% hits. AID 652025; in the data active = activation above about 50%; inconclusive = mostly about 30% to 49%; note: 0% is about no effect
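Screening format: compound pinned onto unstimulated transgenic mouse T cells, 60 min incubation, then anti-CD3/anti-CD4/anti-CD28 bead stimulation for 18 hours at 37 degrees C, followed by EGFP and DsRed detection.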
GLP1R ag: agonists of human GLP-1 receptor; P43220; HEK293 GLP-1R CRE-luciferase, luminescence, 4-6 h; cells express a hypersensitive GLP-1R form; Potency, µM (titrated, usually from 45.6 µM), for inactives: at the highest dose activation, most hits filed as activators; 380,000 compounds, 0.007% hits; AID 624172; note: potency is the fitted concentration of half-maximal effect; % of control where 0% means no effect
Target sequence (P43220 whole entry, looked up): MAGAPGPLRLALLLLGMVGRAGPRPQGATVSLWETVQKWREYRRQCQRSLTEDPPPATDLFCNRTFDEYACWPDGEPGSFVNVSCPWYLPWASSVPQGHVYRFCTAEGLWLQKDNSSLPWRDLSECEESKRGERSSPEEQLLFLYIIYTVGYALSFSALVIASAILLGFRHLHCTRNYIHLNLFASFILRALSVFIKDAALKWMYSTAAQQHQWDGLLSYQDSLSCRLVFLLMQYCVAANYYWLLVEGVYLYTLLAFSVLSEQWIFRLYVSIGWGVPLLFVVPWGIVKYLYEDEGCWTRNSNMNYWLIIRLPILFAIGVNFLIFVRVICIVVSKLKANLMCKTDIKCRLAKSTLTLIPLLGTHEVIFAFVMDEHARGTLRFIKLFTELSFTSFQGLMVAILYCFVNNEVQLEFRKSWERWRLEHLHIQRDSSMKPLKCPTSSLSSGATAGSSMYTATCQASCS
GLP1R cytotox: cytotoxic in the GLP-1 receptor inverse agonist counter-screen. HEK293 cAMP-luciferase reporter cells, luminescence, 24 h. Potency, µM (highest dose often 38.3 µM), for inactives: top-dose activity change, negative = inhibition, hits mostly inhibitors. 410,000 compounds, 0.13% hits;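 note: loss of luciferase light is scored as toxicity; potency is the fitted concentration of half-maximal effect; % is set by controls: 0 for no effect and ±100 for the full control effect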
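Here, cytotoxicity is scored as loss of luminescence. The MLSMR collection was tested on cells seeded in medium containing 10% Nu serum, with a 24 hr compound exposure preceded by 12 hours of culture.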
PI5P4K alpha inh: PI5P4K alpha (human) kinase inhibition; 330,000 compounds, 1.2% hits; max response, %; P48426; PI5P4Kalpha enzyme, ADP-Glo luminescence, 60 min; hits give low values; active = max response of -50% or lower; inconclusive = between -30% and -50%; inactive = -30% or higher; note: value at the top dose of about 77 µM; % is set by controls: 0 for no effect and ±100 for the full control effect
Target sequence (P48426 whole entry, looked up): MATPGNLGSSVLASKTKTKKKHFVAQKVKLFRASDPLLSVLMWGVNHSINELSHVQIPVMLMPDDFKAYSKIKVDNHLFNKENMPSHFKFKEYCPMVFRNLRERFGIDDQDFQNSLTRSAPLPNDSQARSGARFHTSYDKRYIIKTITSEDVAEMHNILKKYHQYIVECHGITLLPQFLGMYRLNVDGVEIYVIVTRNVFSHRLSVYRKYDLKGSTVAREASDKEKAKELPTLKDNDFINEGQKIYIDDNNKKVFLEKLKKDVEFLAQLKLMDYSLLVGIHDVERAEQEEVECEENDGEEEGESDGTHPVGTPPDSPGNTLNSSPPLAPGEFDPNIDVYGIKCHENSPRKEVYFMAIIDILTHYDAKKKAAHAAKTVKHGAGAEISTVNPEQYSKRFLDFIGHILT
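Quantitative HTS of the MLSMR library against PI5P4Kalpha with substrate. ATP added last at 5 microM final; room temperature, 60 minutes. Remaining ATP depleted, ADP converted and read as luminescence.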
PLK1 PBD inh: PLK1 (human) polo-box domain binding inhibition. AID 720504. 360,000 compounds, 2.8% hits. Plk1 PBD binding of FITC phosphopeptide, fluorescence polarization. Potency, µM, without a hit: max response, negative = inhibition, usual class: inhibitors. P53350; note: potency is the fitted concentration of half-maximal effect; series mostly up to about 57 µM; % is set by controls: 0 for no effect and ±100 for the full control effect; nearly all actives have a fitted effect of over 65% in size
GLP-1R inv ag: acts as inverse agonist at human GLP-1 receptor. P43220. HEK293 GLP-1R CRE-luciferase, luminescence, 24 h; GLP-1R form is constitutively active. Potency, µM (titrated, usually from 38.3 µM), without a hit: at the highest dose activity change, negative = inhibition, most hits filed as inhibitors. 410,000 compounds, 1.6% hits. AID 624417; note: potency is the fitted concentration of half-maximal effect; % is set by controls: 0 for no effect and ±100 for the full control effect; nearly all actives have a fitted effect of over 55% in size
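qHTS in 1536-well format: reporter HEK293 cells expressing constitutive GLP-1R activity in DMEM + 10% Nu serum, 24 hr with compounds at 37 deg C, luminescence read after 12 min with detection reagent.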
Active calls of the source: *; [ ] = dose if it differs, or a comment. Unless noted, calls come from the whole dose curve; as a rule, active = well fitted curve in the direction sought with a large enough effect; inconclusive = small, poorly fitted or top-dose-only effect, or another doubt; inactive = no such curve, though single readings can be large; an effect the other way counts as inactive or inconclusive.

For C=CCC1(N(C(C)=O)c2ccccc2C)CCCCC1 the results were EPAC1 antagonist 15%, PTHR1 ag 1%, EPAC1 ag -12%, IL2 activator -0.8, GLP1R ag 3%, GLP1R cytotox 4%, PI5P4K alpha inh 4, PLK1 PBD inh -5% and GLP-1R inv ag inconclusive.
`CC(=O)NS(=O)(=O)c1ccc(NC(=O)CCC(=O)Oc2ccc(C)cc2)cc1` gave EPAC1 antagonist 14%, PTHR1 ag -23%, EPAC1 ag -5%, IL2 activator -1.1, GLP1R ag -2%, GLP1R cytotox 1%, PI5P4K alpha inh 2, PLK1 PBD inh -2% and GLP-1R inv ag 13%.
Screening C=CCN1C(c2ccccc2)=CS/C1=C(/C#N)c1nnc(N2CCOCC2)n1-c1ccccc1 returned EPAC1 antagonist -4%, PTHR1 ag -9%, EPAC1 ag -12%, IL2 activator -0.3, GLP1R ag 8%, GLP1R cytotox 3%, PI5P4K alpha inh -7, PLK1 PBD inh 21µM* and GLP-1R inv ag -5%.
Screening Clc1ccc(-c2nn3c(C4COc5ccccc5O4)nnc3s2)cc1 (configuration not stated) returned EPAC1 antagonist 1%, PTHR1 ag -33%[inhibitor], EPAC1 ag 7%, IL2 activator -1.3, GLP1R ag 0%, GLP1R cytotox 1%, PLK1 PBD inh 21µM* and GLP-1R inv ag 0%.
For COc1ccc(/C=N/NC(=O)CCc2c(C)n[nH]c2C)cc1O the results were EPAC1 antagonist -2%, PTHR1 ag inactive, EPAC1 ag 7%, IL2 activator -2.1, GLP1R ag -6%, GLP1R cytotox 15%, PI5P4K alpha inh -1, PLK1 PBD inh -8% and GLP-1R inv ag 3%.
For CCCCC(=O)Nc1nc(C)c(-c2csc(Nc3cc(OC)ccc3OC)n2)s1 the results were EPAC1 antagonist 5%, PTHR1 ag inconclusive, EPAC1 ag 0%, IL2 activator -0.8, GLP1R ag 1%, GLP1R cytotox -10%, PI5P4K alpha inh -1, PLK1 PBD inh -17% and GLP-1R inv ag 18%.
For O=C(c1[nH]c(C(F)(F)F)nc1-c1ccccc1)N1CCN(c2ncccn2)CC1 the results were EPAC1 antagonist -3%, PTHR1 ag 5%, EPAC1 ag -12%, IL2 activator 1.0, GLP1R ag -5%, GLP1R cytotox -20%, PI5P4K alpha inh -12, PLK1 PBD inh -2% and GLP-1R inv ag inconclusive.
`COC(=O)[C@]1(Cc2ccccc2)N[C@H](CN(C)C(=O)c2ccccc2)[C@@H]2C(=O)N(Cc3ccccc3)C(=O)[C@@H]21` gave EPAC1 antagonist -11%, PTHR1 ag -24%, EPAC1 ag -17%, IL2 activator 0.3, GLP1R ag 5%, GLP1R cytotox -1%, PI5P4K alpha inh -3, PLK1 PBD inh -4% and GLP-1R inv ag 12%.
Screening O=C(c1ccc(OCC2CCCO2)cc1)N1CCc2ccccc2C1 (configuration not stated) returned EPAC1 antagonist -1%, PTHR1 ag -3%, EPAC1 ag 3%, IL2 activator -2.1, GLP1R ag 11%, GLP1R cytotox 2%, PI5P4K alpha inh -7, PLK1 PBD inh -7% and GLP-1R inv ag -21%.
COc1ccc(C(CNC(=O)c2ccc(Cl)c(S(=O)(=O)N3CCCC3)c2)N2CCCC2)cc1 (configuration not stated) was read as EPAC1 antagonist 17%, PTHR1 ag -19%, EPAC1 ag -1%, IL2 activator -0.3, GLP1R ag 12%, GLP1R cytotox -1%, PI5P4K alpha inh -7, PLK1 PBD inh -9% and GLP-1R inv ag inconclusive.

Next section; it opens with the three that closed the last part.
`COC(=O)[C@]1(Cc2ccccc2)N[C@H](CN(C)C(=O)c2ccccc2)[C@@H]2C(=O)N(Cc3ccccc3)C(=O)[C@@H]21` gave EPAC1 antagonist -11%, PTHR1 ag -24%, EPAC1 ag -17%, IL2 activator 0.3, GLP1R ag 5%, GLP1R cytotox -1%, PI5P4K alpha inh -3, PLK1 PBD inh -4% and GLP-1R inv ag 12%.
Screening O=C(c1ccc(OCC2CCCO2)cc1)N1CCc2ccccc2C1 (configuration not stated) returned EPAC1 antagonist -1%, PTHR1 ag -3%, EPAC1 ag 3%, IL2 activator -2.1, GLP1R ag 11%, GLP1R cytotox 2%, PI5P4K alpha inh -7, PLK1 PBD inh -7% and GLP-1R inv ag -21%.
COc1ccc(C(CNC(=O)c2ccc(Cl)c(S(=O)(=O)N3CCCC3)c2)N2CCCC2)cc1 (configuration not stated) was read as EPAC1 antagonist 17%, PTHR1 ag -19%, EPAC1 ag -1%, IL2 activator -0.3, GLP1R ag 12%, GLP1R cytotox -1%, PI5P4K alpha inh -7, PLK1 PBD inh -9% and GLP-1R inv ag inconclusive.
`Cc1noc(C)c1COC(=O)COc1cccc2c1OC(C)(C)C2` gave EPAC1 antagonist -4%, PTHR1 ag inactive, EPAC1 ag -3%, IL2 activator 0.1, GLP1R ag -1%, GLP1R cytotox 5%, PI5P4K alpha inh -10, PLK1 PBD inh -12% and GLP-1R inv ag 5%.
`CCC(C)C(=O)Nc1ccc([N+](=O)[O-])cc1OC` (configuration not stated) gave EPAC1 antagonist 0%, PTHR1 ag inactive, EPAC1 ag 8%, IL2 activator 0.8, GLP1R ag 6%, GLP1R cytotox 1%, PI5P4K alpha inh 0, PLK1 PBD inh -1% and GLP-1R inv ag 2%.
For Cc1ccc(-c2nnc(SCC(=O)N3CC(C)CC(C)C3)o2)cc1C (configuration not stated) the results were EPAC1 antagonist 3%, PTHR1 ag -24%, EPAC1 ag 11%, IL2 activator -1.9, GLP1R ag 8%, GLP1R cytotox 2%, PI5P4K alpha inh -1, PLK1 PBD inh -12% and GLP-1R inv ag inconclusive.
Screening CSc1ccc(-c2nc(CN(C)C3CCOC3)c(C)o2)cc1 (configuration not stated) returned EPAC1 antagonist 6%, PTHR1 ag inactive, EPAC1 ag 1%, IL2 activator -1.7, GLP1R ag 8%, GLP1R cytotox 2%, PI5P4K alpha inh -7, PLK1 PBD inh -21% and GLP-1R inv ag inconclusive.
For CCn1c(COc2ccccc2C)nnc1SCC(=O)CC(=O)Nc1ccccc1 the results were EPAC1 antagonist -9%, PTHR1 ag inactive, EPAC1 ag 20%, IL2 activator -0.1, GLP1R ag -14%, GLP1R cytotox 2%, PLK1 PBD inh -6% and GLP-1R inv ag 0%.
For CSc1cccc(NC(=O)c2nnn(Cc3ccccc3)c2N)c1 the results were EPAC1 antagonist -9%, PTHR1 ag inactive, EPAC1 ag 7%, IL2 activator -3.2, GLP1R ag 21%, GLP1R cytotox -2%, PI5P4K alpha inh 1, PLK1 PBD inh 2% and GLP-1R inv ag 0%.
c1ccc(COc2ncnc3c2ncn3CCCNCc2ccccn2)cc1 was read as EPAC1 antagonist -7%, PTHR1 ag -23%, EPAC1 ag 11%, IL2 activator -0.3, GLP1R ag -10%, GLP1R cytotox 14%, PI5P4K alpha inh 1, PLK1 PBD inh -7% and GLP-1R inv ag -7%.
`CN(CC(=O)Nc1cccc(F)c1)CC(=O)N1CCc2ccccc21` gave EPAC1 antagonist 9%, PTHR1 ag inactive, EPAC1 ag 5%, IL2 activator -3.0, GLP1R ag 1%, GLP1R cytotox 7%, PI5P4K alpha inh -1, PLK1 PBD inh 1% and GLP-1R inv ag -22%.
Screening FCc1nc2nc(Cl)c(Cl)nc2[nH]1 returned EPAC1 antagonist 17%, PTHR1 ag inactive, EPAC1 ag 2%, IL2 activator -3.1, GLP1R ag -1%, GLP1R cytotox 5%, PI5P4K alpha inh -7, PLK1 PBD inh 7% and GLP-1R inv ag -6%.
For Cc1ccc(C(=O)N/C(=C\c2cccc([N+](=O)[O-])c2)C(=O)NC(Cc2ccccc2)C(=O)O)cc1 (configuration not stated) the results were EPAC1 antagonist 7%, PTHR1 ag -24%, EPAC1 ag 3%, IL2 activator -3.8, GLP1R ag 9%, GLP1R cytotox 11%, PI5P4K alpha inh 10, PLK1 PBD inh -4% and GLP-1R inv ag -5%.
Screening C=CCn1c(-c2cc(OC)cc(OC)c2)n[nH]c1=S returned EPAC1 antagonist 3%, PTHR1 ag -1%[57.5 µM], EPAC1 ag 1%, IL2 activator -1.4, GLP1R ag 0%, GLP1R cytotox -20%, PI5P4K alpha inh -28, PLK1 PBD inh -11% and GLP-1R inv ag -3%.
Screening S=C(NC1CCCCC1)N1CCN(c2ccccn2)CC1 returned EPAC1 antagonist -26%, PTHR1 ag inactive, EPAC1 ag -3%, IL2 activator -3.9, GLP1R ag 20%, GLP1R cytotox -1%, PI5P4K alpha inh 18, PLK1 PBD inh -13% and GLP-1R inv ag -21%.
For C/C(CC(=O)Nc1ccccn1)=N\NC(=O)C(=O)Nc1ccccc1C the results were EPAC1 antagonist -9%, PTHR1 ag inactive, EPAC1 ag -1%, IL2 activator 0.9, GLP1R ag -8%, GLP1R cytotox -2%, PI5P4K alpha inh -6, PLK1 PBD inh -11% and GLP-1R inv ag 18%.
`CCOC(=O)N1CCC(C(=O)NNC(=O)c2ccc(Cl)cc2Cl)CC1` gave EPAC1 antagonist 18%, PTHR1 ag -18%, EPAC1 ag 11%, IL2 activator -1.1, GLP1R ag -5%, GLP1R cytotox 10%, PI5P4K alpha inh 12, PLK1 PBD inh 0% and GLP-1R inv ag 1%.
Screening CCOc1ccc(C(=O)Nc2cccc(-n3cnnn3)c2)cc1OCC returned EPAC1 antagonist -16%, PTHR1 ag -32%[inhibitor], EPAC1 ag 4%, IL2 activator -2.5, GLP1R ag 18%, GLP1R cytotox 4%, PI5P4K alpha inh 2, PLK1 PBD inh -4% and GLP-1R inv ag 38%[activator].
`CCOc1ccc(S(=O)(=O)N=C(c2ccccc2)N2CCOCC2)cc1` gave EPAC1 antagonist -9%, PTHR1 ag 11%, EPAC1 ag 4%, IL2 activator -0.5, GLP1R ag 12%, GLP1R cytotox -6%, PI5P4K alpha inh 8, PLK1 PBD inh -10% and GLP-1R inv ag -5%.

Not all compounds are listed; the hit share may differ from the screen's.
